Screening data: PubChem BioAssay, several laboratories
ABHD4 inh – ABHD4 (mouse) inhibition, primary FP screen; Q8VD66; purified mABHD4, FP-Rh probe fluorescence polarization; inhibition, % at 8.92 µM; 0.54% of 370,000 active; AID 720543;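 active = inhibition exceeding the mean over every tested compound plus 3 SD, cut at about 30% in these data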;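 note: 0% = plate median of compound wells and 100% = S159A mutant with DMSO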
Target sequence (Q8VD66 whole entry, looked up): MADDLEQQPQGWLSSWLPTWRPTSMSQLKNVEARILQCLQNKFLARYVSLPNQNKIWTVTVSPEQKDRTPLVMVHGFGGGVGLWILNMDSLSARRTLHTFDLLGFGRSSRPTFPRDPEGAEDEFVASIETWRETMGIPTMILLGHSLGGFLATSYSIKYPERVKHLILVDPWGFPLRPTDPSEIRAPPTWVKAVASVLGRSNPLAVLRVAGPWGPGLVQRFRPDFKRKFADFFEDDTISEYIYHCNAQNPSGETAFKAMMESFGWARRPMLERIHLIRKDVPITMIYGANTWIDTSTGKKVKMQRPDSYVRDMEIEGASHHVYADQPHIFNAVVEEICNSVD
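system = mouse ABHD4 enzyme, wild type | medium = HEPES pH 7.0, NaCl, Pluronic buffer | also added = FP-Rh probe | incubation = Enzyme–compound pre-incubation 45 min, then probe 60 min, both 25 °C | technique = fluorescence polarization, excitation 525 nm, emission 598 nm, BODIPY TMR filters | controls = S159A mutant high control, sample median low control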
PG9 Ab binder – binds the HIV-1 gp120 antibody PG9; TR-FRET gp120-PG9 antibody binding; inhibition, % at 6.7 µM; 0.43% of 360,000 active; in the data active = inhibition above about 8.5%
UHRF1 binding – UHRF1 methyl-DNA binding inhibition; Q96T88; UHRF1 binding to methylated oligo, TR-FRET; inhibition, % at 4.4 µM; 0.75% of 370,000 active; AID 687016; in the data active = inhibition above about 21%;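 note: UHRF1 SRA domain binding a hemimethylated CpG hairpin DNA probe; 0% = median of test compound wells and 100% = reference inhibitor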
Target sequence (Q96T88 whole entry, looked up, the tested form may be a part): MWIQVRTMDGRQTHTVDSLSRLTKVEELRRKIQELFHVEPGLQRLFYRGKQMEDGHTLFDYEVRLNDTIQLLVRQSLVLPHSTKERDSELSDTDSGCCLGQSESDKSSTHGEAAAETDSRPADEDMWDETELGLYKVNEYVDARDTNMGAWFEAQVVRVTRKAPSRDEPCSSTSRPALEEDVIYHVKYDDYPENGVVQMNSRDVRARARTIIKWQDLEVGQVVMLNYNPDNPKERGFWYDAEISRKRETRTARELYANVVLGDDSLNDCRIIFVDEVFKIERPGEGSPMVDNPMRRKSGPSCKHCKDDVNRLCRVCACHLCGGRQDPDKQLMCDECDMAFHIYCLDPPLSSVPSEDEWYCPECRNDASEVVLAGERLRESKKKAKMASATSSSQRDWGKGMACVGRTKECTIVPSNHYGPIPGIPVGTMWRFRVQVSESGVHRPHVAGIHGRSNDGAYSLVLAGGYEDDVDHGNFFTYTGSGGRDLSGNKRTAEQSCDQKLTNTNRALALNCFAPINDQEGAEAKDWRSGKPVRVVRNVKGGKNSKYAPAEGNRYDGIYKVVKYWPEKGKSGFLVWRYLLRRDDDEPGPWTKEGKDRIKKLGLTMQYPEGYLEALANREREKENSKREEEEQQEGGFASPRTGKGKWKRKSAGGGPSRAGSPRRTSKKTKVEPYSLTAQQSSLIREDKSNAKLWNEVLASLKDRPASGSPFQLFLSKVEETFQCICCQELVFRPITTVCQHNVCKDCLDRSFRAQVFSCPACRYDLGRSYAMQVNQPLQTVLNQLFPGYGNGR
TCR CD3 inh – blocks the human TCR-CD3 interaction | 0.37% of 360,000 active | inhibition, % at 9.4 µM | TAMRA-labeled TCR probe fluorescence, biochemical; in the data active = inhibition above about 19%;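 note: recombinant mutant TCR 2C K166C tagged with TAMRA read by polarization; 0% = receptor in buffer alone and 100% = receptor with positive control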
LEDGF integ inh – blocks HIV-1 LEDGF/p75-dependent DNA integration. TR-FRET IN-LEDGF/p75 DNA integration, Eu/Cy5. 0.64% of 370,000 active. inhibition, % at 3.7 µM;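 active = inhibition above the screen-wide mean plus 3 SD, cut at about 13% in these data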;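 note: signal is the Cy5 over europium emission ratio at 671 and 618 nm; 0% = plate median of compound wells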
NR1D1 modulator – Rev-erb alpha (human) modulation; P20393; Rev-erbα–FITC-DNA binding, fluorescence polarization, 90 min; activity, % at 10 µM; 0.79% of 370,000 active; AID 1259318;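 active = activity above about 14%, limit read from the data; passing the limit was not always enough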;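 note: 0% = DMSO wells with 35 nM protein and 100% = DMSO wells with 750 nM protein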
MBD2 inh – blocks human MBD2 binding to methylated DNA; Q9UBB5; TR-FRET, MBD2 binding to methylated oligonucleotide; inhibition, % at 4.4 µM; 0.31% of 370,000 active; AID 686964; in the data active = inhibition above about 13%
HTRA1 inh – blocks human HTRA1 serine peptidase | Q92743 | 0.5% of 340,000 active | AID 504803 | recombinant HTRA1, FP-rhodamine activity-based probe, fluorescence polarization | inhibition, % at 5.96 µM; in the data active = inhibition above about 36%;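 note: 0% = enzyme with DMSO and 100% = wells lacking enzyme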
PRMT1 inh – PRMT1 (human) inhibition, primary screen | inhibition, % at 2.79 µM | 1.3% of 370,000 active | AID 652257 | recombinant PRMT1, activity-based probe fluorescence polarization;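 active = inhibition above about 21% made by adding two undisclosed values, limit read from the data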
rCAG binder – r(CAG) repeat RNA binding; TO-PRO-1 dye displacement fluorescence; inhibition, % at 3 µM; 1.3% of 370,000 active; AID 651821;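 active = inhibition above the plate cutoff, the mean of all test compounds on that plate plus 3 SD, cut at about 35% in these data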;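 note: 0% = DMSO alone and 100% = 100 µM mitoxantrone as full dye displacement; higher means more dye released from RNA so lower well fluorescence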
* marks the source's active call; other numbers are inactive results; / = not tested or not shown. An excerpt; the hit share may differ from the screen's.

Results follow in this order: ABHD4 inh	PG9 Ab binder	UHRF1 binding	TCR CD3 inh	LEDGF integ inh	NR1D1 modulator	MBD2 inh	HTRA1 inh	PRMT1 inh	rCAG binder
> CC(=O)NC(CC(=O)NNC(=O)c1cccs1)c1ccccc1 (stereo unspecified)
→ -2	-2.1	9	-2	0	1	-2	-3	-1	-10
> COc1ccc(Nc2nc(NCc3ccco3)nc(N/N=C/c3ccccc3)n2)cc1
→ 13	-0.2	-2	-8	2	5	0	-7	4	10
> Cc1ccc(N=CC=C2OC(C)(C)C(C)(C)O2)cc1
→ -8	-0.8	8	-5	-5	0	7	0	4	-9
> Clc1ccc(-c2nnn(Cc3nc4ccccc4s3)n2)cc1
→ -24	-0.1	0	2	-2	-1	0	-30	1	-5
> CC(C)C[C@H]1CN([C@@H](Cc2ccc(O)cc2)CN2CCCC2CN2C(=S)NC[C@@H]2Cc2ccccc2)C(=S)N1CC1CCCCC1 (stereo partly specified)
→ -4	1.6	0	3	7	-7	2	/	-6	6
> CN(C)c1nc(C#N)nc(N(C)C)n1
→ 1	2.1	-1	2	1	-1	-1	0	1	2
> COCC(=O)Oc1c(S(=O)(=O)c2ccc(C)cc2)c(C)nn1C(C)(C)C
→ 0	2.7	-4	0	0	-6	-2	17	0	-3
> CCOC(=O)C1CCCN(C(=O)Cc2ccc(OC)c(OC)c2)C1 (stereo unspecified)
→ -6	-1.0	2	5	1	1	-8	5	2	0
> CCOC(=O)N1CCN(C(=O)c2cn(CC)c3ccc(S(=O)(=O)N4CC(C)CC(C)C4)cc3c2=O)CC1 (stereo unspecified)
→ -6	0.2	1	1	8	1	2	-2	-6	-5
> COc1ccc2c(CC(=O)Nc3ccc(OC)c(S(=O)(=O)N4CCOCC4)c3)coc2c1
→ -10	-0.3	-2	3	-2	-3	-7	-6	-2	7
> CCc1nc(SCC(=O)N2CCCC2)c2ccccc2n1
→ -4	-1.1	-1	4	-1	-4	-4	-3	3	-4
> CCCN1CCc2c(sc3nc(SC)n(-c4ccccc4)c(=O)c23)C1
→ -7	-0.7	-1	9	1	8	-2	-2	2	32
> COc1ccc(OC)c(Cc2nnc(CCC(=O)N3CCCCC3)o2)c1
→ 1	-0.4	-2	-3	4	4	1	5	-1	-7
> CC(Nc1nc(-c2cccnc2)nc2ccccc12)c1ccc(F)cc1 (stereo unspecified)
→ -40	0.2	0	-7	-1	-1	7	-95	4	0
> COc1cccc(-c2cc(N)nn2C(=O)Nc2ccc(Cl)cc2)c1
→ -32	1.2	-3	-5	-4	2	-4	-39	-3	19
> Cc1ccc(NC(=O)CSc2nc3[nH]ncc3c(=O)[nH]2)c(C)c1
→ 11	-2.5	5	1	-5	0	-3	4	0	7
> COC(=O)C(CC(=O)c1ccc(Br)cc1)n1cccn1 (stereo unspecified)
→ 0	0.7	0	-1	0	-1	-3	1	22*	-3
> COCCNC(=S)N1CCN(Cc2ccc3c(c2)OCO3)CC1
→ -5	-0.8	-1	2	0	-2	-5	-2	-1	-5
> CC(C)NC(=O)CN(Cc1ccc2c(c1)OCO2)C(=O)CCC(=O)Nc1ccccn1
→ -2	0.9	0	-8	-3	-2	-5	0	2	-6
> N#CC(c1ccccc1)N(CCCCl)C(=O)c1ccccc1 (stereo unspecified)
→ -3	-1.2	2	-3	-2	3	6	0	2	0

Remaining list, next part.
Results follow in this order: ABHD4 inh	PG9 Ab binder	UHRF1 binding	TCR CD3 inh	LEDGF integ inh	NR1D1 modulator	MBD2 inh	HTRA1 inh	PRMT1 inh	rCAG binder
> Cc1noc(C)c1CSCC(=O)Nc1cc(S(=O)(=O)N2CCCCC2)ccc1OC(C)C
→ -3	0.3	-2	6	-2	-3	-5	-3	-1	1
> CCOC(=O)C1CCCN(S(=O)(=O)c2ccc(Cl)nc2)C1 (stereo unspecified)
→ 9	2.5	0	-9	-3	2	0	-3	-2	-4
> COc1ccccc1-c1cncc(NC(C)=O)n1
→ 5	1.2	1	-3	-4	-5	-1	/	-1	0
> Cc1cccc(C(=O)Nc2nnc(COc3ccccc3)s2)c1
→ 0	0.8	1	0	2	0	-2	4	-3	-2
> COC(=O)c1ccccc1NC(=O)c1cc[n+](C)cc1
→ 3	-2.3	9	12	3	3	-3	-9	-1	1
> O=C(O)CN1C(=O)N/C(=C\c2cccn2-c2ccc(P(=O)(O)O)cc2)C1=O
→ 5	-4.7	2	5	5	-3	0	-1	-3	6
> COc1ccc(CN2C(=O)C(Cc3ccccc3)Nc3ncnc(N4CCN(c5ccccc5)CC4)c32)cc1 (stereo unspecified)
→ -8	-0.3	-3	8	0	-1	-1	-24	0	2
> COc1ccc2nc(NC(=O)C3CCCN(S(=O)(=O)c4cccs4)C3)sc2c1 (stereo unspecified)
→ -18	-1.0	-1	4	-2	1	-4	-38	0	7
> COCCN1Cc2cccc(C(=O)Nc3ccc(S(=O)(=O)N4CCCCCC4)cc3)c2C1=O
→ -3	1.9	-1	-5	1	2	-5	-2	2	-1
> CCNc1nc(NC(C)CC)nc(ON=C(C)C)n1 (stereo unspecified)
→ -1	-1.0	1	4	1	/	3	0	-3	-1
> CCOC(=O)C1=C(C)N(C)C(=S)NC1c1ccc(Cl)cc1Cl (stereo unspecified)
→ -4	2.2	-2	-8	0	0	-6	-19	-3	-1
> Cc1ccc2c(c1)c1c(n2CC(O)CN2CCC(C)CC2)CCCC1 (stereo unspecified)
→ 6	0.2	0	1	0	2	-7	1	-6	-7
> CCOc1ccc2ccccc2c1C(=O)N1CCN(c2ccccc2)CC1
→ 8	-0.3	1	-1	-5	3	-2	-6	1	-9
> N#CCCN(C(=O)Nc1ccc(Cl)c(Cl)c1)C1CCCCC1
→ -3	-0.8	2	-8	-4	4	-1	-14	-2	1
> O=C(O)C1CCC(CNCc2ccncc2)CC1 (stereo unspecified)
→ 6	-2.5	3	5	-5	-1	-3	-2	-3	-4
> CCN(Cc1ccccc1)C(=O)CCS(=O)(=O)c1cc2c(cc1Cl)NC(=O)CO2
→ -4	3.0	-1	3	3	2	-2	2	-2	5
> CCCCCCN(C(=O)CCCCCN1C(=O)NC(c2ccc(-c3ccccc3)cc2)C(C(=O)OCc2ccccc2)=C1C)C(C(=O)NCCCC)c1ccccn1 (stereo unspecified)
→ -2	-1.0	0	-4	1	-1	-2	/	0	21
> COc1ccc(CCNC(=O)C2CC(c3c(Cl)cccc3Cl)=NO2)cc1 (stereo unspecified)
→ -3	-2.2	-3	0	1	2	1	-5	-2	-5
> CC(=O)c1cccc(N2Cc3ccccc3C2=NC(=O)CCl)c1
→ 2	-1.6	-1	3	4	-2	-1	-4	2	6
> CN(C(=O)COC(=O)c1ccc[nH]c1=O)C1CCCCC1
→ -3	0.9	6	-2	-2	-2	3	3	5	-3

(more compounds)
Results follow in this order: ABHD4 inh	PG9 Ab binder	UHRF1 binding	TCR CD3 inh	LEDGF integ inh	NR1D1 modulator	MBD2 inh	HTRA1 inh	PRMT1 inh	rCAG binder
> COc1ccc(-c2oc3c(c2C(=O)OCCCO)C(OCCO)CCC3)cc1 (stereo unspecified)
→ 0	1.4	4	-3	2	-3	-4	/	-2	-2
> COc1ccccc1OCCCn1c(=O)oc2ccc(C)cc21
→ -1	-0.3	-2	5	-1	6	-6	-4	-1	-5
> CC(=O)Nc1cccc(Oc2cc(C#N)c(C#N)cc2N2CCOCC2)c1
→ 0	-2.4	2	10	5	0	-9	0	-2	0
> CCC(c1nc2ccccc2c(=O)n1-c1cccnc1)N1C(=O)c2ccccc2C1=O (stereo unspecified)
→ 0	-1.9	10	2	-1	1	-3	-1	0	-8
> COc1cccc(NC(=O)CN(C)CC(=O)NCc2ccco2)c1
→ -5	-2.7	0	3	2	-4	-6	10	-5	4
> Cc1occc1-c1n[nH]c(=S)n1CC(C)C
→ -1	-0.6	-1	0	0	3	-3	10	0	2
> Cc1cccc(C)c1NC(=O)c1cc(S(=O)(=O)N2CCc3ccccc32)cn1C
→ -4	1.1	1	4	6	-14	1	-6	-3	4
> O=C(Nc1cccc(C(F)(F)F)c1)c1cc(-c2cccs2)on1
→ -2	1.2	2	1	2	8	-1	-10	-1	-3
> C=C(C)CNC(=O)CCc1nnc(C2(c3ccc(Cl)cc3)CCC2)o1
→ -1	0.7	0	-2	-2	-5	2	1	1	-7
> O=C(O)CCC(=O)Nc1ccc(Br)c(Cl)c1
→ -6	0.4	3	2	-10	2	-3	8	-5	-2
> CCc1ccccc1NC1=CC(=O)CC(C)(C)C1
→ 3	-0.3	0	0	2	2	-3	2	1	1
> Cc1csc(NC(=O)CSCC(=O)O)c1-c1nc2ccccc2s1
→ 3	-1.5	-2	2	4	1	-2	-26	2	44*
> O=C(NC1CCN(S(=O)(=O)c2ccccc2)CC1)C1CCCCC1
→ -4	-0.3	0	0	3	10	-1	-4	-4	-3
> C#CC1(O)C2C=C(OC)C(=O)C1C(c1ccccc1)C2C (stereo unspecified)
→ 0	/	1	/	-3	2	-2	/	0	6
> CN1C(=S)SC2CS(=O)(=O)CC21 (stereo unspecified)
→ -7	-2.4	-2	0	-2	-3	-1	/	-2	-2
> CSc1n[nH]c2nc3c(c(=O)n12)C1(CCCCC1)Cc1ccccc1-3
→ -1	-0.1	1	-7	5	5	-2	1	4	10
> CCOc1ccccc1Nc1nnc(SCc2ccc(C(=O)OC)o2)s1
→ 2	0.9	1	-1	-3	3	-1	-13	2	1
> Cc1ccc(CN2CCN(CCCc3ccccc3)CC2CCO)cc1 (stereo unspecified)
→ 5	-0.7	0	2	3	-6	0	2	-5	-8
> CCCCN(C(=O)CN1C(=O)C2CC=CCC2C1=O)c1c(N)n(CCC)c(=O)[nH]c1=O (stereo unspecified)
→ -5	-0.4	3	2	-4	0	4	2	-2	-5
> O=C(O)C1CCN(C(=O)CCc2ccccc2)CC1
→ -2	0.0	1	-1	-5	6	2	17	2	-1

The list continues:
Results follow in this order: ABHD4 inh	PG9 Ab binder	UHRF1 binding	TCR CD3 inh	LEDGF integ inh	NR1D1 modulator	MBD2 inh	HTRA1 inh	PRMT1 inh	rCAG binder
> C/C(=N\NC(=O)c1cc(-c2cccnc2)nc2ccccc12)c1ccccc1O
→ 14	2.6	-2	-5	-5	0	-4	7	1	7
> O=C(CCCc1nc2ccccc2s1)NCc1ccc(F)cc1
→ 3	-1.1	0	-7	-1	0	4	-7	0	-7
> CC(C)S(=O)(=O)N1CCN(c2ccnc3cc(Cl)ccc23)CC1
→ -4	-0.2	-3	5	4	-6	-1	/	-2	-5
> NS(=O)(=O)c1cc(C(=O)N2CCNC(=O)C2)ccc1Cl
→ 0	-1.9	0	4	-1	1	-5	6	-3	0
> COc1cc(C)c2c(c1C=O)Oc1c(c(C)c(O)c3c1C(O)OC3=O)OC2=O (stereo unspecified)
→ 26	0.1	65*	-8	90*	-3	31*	8	38*	54*
> Nc1nc(SCC(=O)Nc2cccc([N+](=O)[O-])c2)n[nH]1
→ -5	-0.7	20	-7	1	-1	2	0	-3	2
> O=[N+]([O-])c1cccc(CSC2=NCCN2S(=O)(=O)c2ccccc2)c1
→ -8	-1.6	-1	4	1	4	-1	-6	-2	-2
> CN1CCN(/N=C/c2nc(-c3cccc([N+](=O)[O-])c3)n3ccccc23)CC1
→ 7	-9.4	-6	1	2	-3	-12	5	1	8
> CC(C)(C)Cc1c(-c2cccc(Cl)c2)nc2ccc(Cl)cn12
→ -3	-0.1	23*	4	0	-3	7	/	-5	10
> OCC[C@H]1C[C@H](O)[C@@H](O)[C@]2(Cc3ccccc3CCO2)O1
→ -4	0.4	1	7	-1	-3	-1	2	0	0
> Cc1ccc(NC(=O)COC(=O)c2ccc[n+]([O-])c2)c(Br)c1
→ -2	-0.4	-2	0	0	-5	1	-13	0	9
> C=CS(=O)(=O)N(Cc1nnn(Cc2ccccc2)c1Br)[C@H](C(=O)OC)C(C)C
→ 0	/	4	/	3	2	-4	/	-6	-1
